From PubChem BioAssay
LAP4-GFP MLPCN = modulators of LAP4-GFP expression in yeast, primary screen, S. cerevisiae, multiplex flow cytometry, MLPCN library; 3 h; median GFP as percent of DMSO wells; GFP response vs DMSO, % at 10 µM; 320,000 compounds, 0.34% hits;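 active means GFP response vs DMSO above a set limit, about the screen mean plus 3 SD, cut at about 150% in these data; inconclusive means under 70 cell events counted for the yeast strain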
MEP2 TOR yeast = modulators of MEP2-GFP levels in yeast, primary screen, S. cerevisiae, multiplex flow cytometry, MLPCN library | 330,000 compounds, 0.51% hits | AID 2016, 2009 | GFP response vs DMSO, % at 10 µM | S. cerevisiae MEP2-GFP strain, 3 h; 100% = DMSO control level;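 active means GFP response versus DMSO above a set limit, roughly screen mean plus 3 SD, cut at about 180% in these data; inconclusive means fewer than 70 cells counted for a yeast strain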;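 further: median GFP fluorescence of the barcode-gated MEP2-GFP cells per well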
proCasp7 act = procaspase-7 activators, primary screen, counter-screen for procaspase-3 activator project, biochemical, absorbance, HTS, human; Caspase-7 (Homo sapiens), P55210; recombinant procaspase-7, Ac-DEVD-pNA absorbance 405 nm; D23A/D198A/D206A triple mutant, cannot self-cleave; scale: DMSO 0, 5 µM enzyme 100; activation, % at 8.5 µM; 330,000 compounds, 0.093% hits;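 active means percent activation above the screen-wide mean plus 3 SD, cut at about 25% in these data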
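Assay system: Uncleavable procaspase-7 mutant enzyme / Input: 2 µM procaspase-7 mutant as dispensed / Dosing: single nominal 8.5 µM compound dose, 0.8% DMSO final / Timing: 1 h enzyme–compound preincubation and 2 h substrate reaction, both 25 °C / Detection: p-Nitroaniline absorbance at 405 nm, read at 0 and 120 min / Replication: singlicate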
ZTA DNA inh = blocks Epstein-Barr virus ZTA, an EBNA-1 counter-screen. ZTA-DNA binding, fluorescence polarization. inhibition, % at 11 µM. 320,000 compounds, 0.15% hits; in the data active means inhibition above about 33%
procasp3 activ = activators of human procaspase-3 D3A mutant, primary screen, biochemical, absorbance, PC-3 D3A mutant, single concentration. Caspase-3 (Homo sapiens), P42574. recombinant procaspase-3 D3A, Ac-DEVD-pNA absorbance 405 nm. activation, % at 8.5 µM. 330,000 compounds, 0.11% hits. AID 463141, 2010;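 active means activation above the mean of all tested compounds plus 3 SD, cut at about 21% in these data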;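 further: 0% = DMSO alone and 100% = DMSO wells spiked with extra 5 µM PC-3 D3A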
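assay system = Procaspase-3 D3A mutant | signal = absorbance at 405 nm, 0 and 120 min | times = 1 h preincubation plus 2 h reaction at 25 °C | repeats = single replicate | read-out = % activation between DMSO and enzyme-spiked controls | medium = Zinc-free HEPES saline buffer with Triton X-100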
AHR act = AHR activators, primary screen, cell-based, luminescence, luciferase reporter, human; Aryl hydrocarbon receptor (Homo sapiens), P35869; AHR-responsive luciferase reporter cells; activation, % at 5 µM; 320,000 compounds, 2.5% hits; in the data active means activation above about 47%;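 further: 0% = vehicle wells and 100% = reference agonist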
EBNA-1 inh = EBNA-1 DNA-binding inhibitors, primary screen, biochemical, fluorescence polarization. inhibition, % at 14.8 µM. 300,000 compounds, 0.34% hits. AID 1950, 2009; in the data active means inhibition above about 28%
RPL19A-GFP yeast = RPL19A-GFP expression modulators in yeast, primary screen, cell-based, S. cerevisiae, multiplex flow cytometry, MLPCN; S. cerevisiae RPL19A-GFP strain, 3 h; stronger effect = lower value; percent response vs DMSO, % at 10 µM; 330,000 compounds, 0.3% hits; AID 2025, 2009;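 active means percent response vs DMSO below 50%; inconclusive means fewer than 70 events counted for the yeast strain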;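 further: median channel GFP fluorescence of the barcoded RPL19A-GFP strain; ratio of sample median GFP to plate DMSO average so 100% = DMSO; lower means less RPL19A-GFP as with rapamycin TOR inhibition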
* hit, by the source's call; ? = inconclusive; . = not tested or not shown.

SMILES	LAP4-GFP MLPCN	MEP2 TOR yeast	proCasp7 act	ZTA DNA inh	procasp3 activ	AHR act	EBNA-1 inh	RPL19A-GFP yeast
CCN(CC)CC(C)(C)COC(=O)c1oc2ccccc2c1C	103	104	2	20	7	3	6	101
O=C(N/N=C/c1ccccc1C(=O)O)c1cccc(S(=O)(=O)Nc2cc(Cl)ccc2Cl)c1	126	103	3	12	3	-1	-3	102
CC[C@H](C)[C@@H]1NC(=O)c2cc([N+](=O)[O-])cc(F)c2NCCCC[C@@H](C(N)=O)NC(=O)[C@H](CCCCN)NC1=O	94	109	-5	-6	7	-2	6	102
COc1ccccc1NC(=O)N1CCCC1C(=O)NCc1ccccc1Cl (stereo unspecified)	94	105	-2	7	8	1	11	104
CC(=O)Nc1ccc(S(=O)(=O)NCC(=O)NNC(=O)COc2c(C)cccc2C)cc1	104	100	10	.	4	1	.	98
O=c1[nH]c(Cc2ccccn2)nc2scc(-c3ccc(Cl)cc3)c12	94	100	-5	-13	4	-3	-9	106
O=C(C1=C(O)C(=O)N(c2ncccn2)C1c1cccs1)c1ccco1 (stereo unspecified)	95	96	-22	10	-18	8	-2	91
Cc1ccc(CNC(=O)c2cc(COc3c(F)cccc3F)on2)s1	95	92	0	-24	1	2	-11	97
CC(C)N(CCCNC(=O)c1ccc(N2CCCC2=O)cc1)Cc1ccccc1	111	91	6	-12	3	3	-5	98
Cc1ccc(NC(=O)c2cc(-c3ccc(C)c(C)c3O)n[nH]2)cc1C	95	96	-2	-4	5	-2	0	100
N#Cc1ccsc1NC(=O)CCS(=O)(=O)c1ccccc1	112	104	-7	-1	7	1	13	104
O=C(NCc1ccc(F)cc1)N1CCN(C(=O)c2ccccc2)CC1	105	108	7	2	6	-1	.	101
CCC1(C(=O)c2ccccc2)C(c2ccc([N+](=O)[O-])cc2)C1(C(=O)OC)C(=O)OC (stereo unspecified)	102	106	-9	17	-14	0	8	103
O=C(CSc1nc2ccccc2c(=O)n1Cc1ccco1)N1CCCCCC1	100	104	1	-3	-4	0	0	101
CCOC(=O)N1CCN(Cc2nc3cc(NC(=O)C(C)C)ccc3n2CC)CC1	105	108	10	-4	-2	1	4	107
CC1CCN(CCCNC(=O)C2CCCN(c3ncnc4c3nc3n4CCCCC3)C2)CC1 (stereo unspecified)	93	99	10	7	4	0	-3	101
COc1ccc(C(=O)Nc2ccc(C(=O)N3CCOCC3)cc2)cc1OC	100	111	-3	-1	9	2	4	104
Cn1cnnc1Sc1ccc(/C=C/C(=O)c2ccc(O)cc2)cc1[N+](=O)[O-]	92	103	-10	23	4	-4	1	106
CC1=CC2=NC(=O)/C(=C/c3cccs3)C(=N)N2O1	97	99	8	-10	3	2	3	98
CN(C(=O)COc1ccc2ccc(=O)oc2c1)C1CCS(=O)(=O)C1 (stereo unspecified)	79	80	-4	-2	-2	0	11	84

Entries of single compounds from above.
O=C(NCc1ccc(F)cc1)N1CCN(C(=O)c2ccccc2)CC1 reads LAP4-GFP MLPCN: 105; MEP2 TOR yeast: 108; proCasp7 act: 7; ZTA DNA inh: 2; procasp3 activ: 6; AHR act: -1; EBNA-1 inh: .; RPL19A-GFP yeast: 101
Cc1ccc(NC(=O)c2cc(-c3ccc(C)c(C)c3O)n[nH]2)cc1C reads LAP4-GFP MLPCN: 95; MEP2 TOR yeast: 96; proCasp7 act: -2; ZTA DNA inh: -4; procasp3 activ: 5; AHR act: -2; EBNA-1 inh: 0; RPL19A-GFP yeast: 100

(continued)
SMILES	LAP4-GFP MLPCN	MEP2 TOR yeast	proCasp7 act	ZTA DNA inh	procasp3 activ	AHR act	EBNA-1 inh	RPL19A-GFP yeast
CCOc1ccccc1NC(=O)COC(=O)CC(NC(N)=O)c1ccc(Cl)cc1 (stereo unspecified)	93	105	2	2	3	3	0	105
CCC(C)OC(=O)C1=C(C)NC(=O)NC1c1ccc(F)cc1 (stereo unspecified)	95	105	10	-9	3	0	-5	96
O=C(Nc1cccnc1)c1ccc([N+](=O)[O-])cc1Cl	98	100	-18	1	3	16	-9	105
O=C(NCc1ccccn1)Nc1cc(Cl)ccc1Cl	100	98	6	6	-1	-1	-7	100
NC(=O)c1ccsc1NC(=O)CCc1ccccc1	90	104	12	-6	0	5	-16	103
Clc1ccc(-c2csc(N3CCSCC3)n2)cc1	91	107	0	-4	1	29	-15	106
COCCN(CCOC)CC(O)COC(c1ccccc1)c1ccccc1 (stereo unspecified)	95	103	-1	0	7	5	-14	93
CC1CCCC(NC(=O)COC(=O)CCC(=O)c2cccs2)C1C (stereo unspecified)	91	93	9	.	1	-1	.	100
COc1ccc(NC(=O)COC(=O)c2cc(S(=O)(=O)N3CCCC3)ccc2O)cc1	97	97	1	.	3	-1	.	100
O=C1N(c2ccccc2)C(c2ccc(Cl)cc2)N2CCCN12 (stereo unspecified)	101	101	-2	-4	2	-1	1	104
C/C(=N\N1C(=O)CSC1=S)c1ccc(Br)cc1	120	101	-29	0	-25	6	-10	105
O=C(COC(=O)c1cc[n+]([O-])cc1)Nc1ccc(SC(F)F)cc1	104	101	0	5	1	11	-6	97
Cc1ccc(S(=O)(=O)NC(=O)c2cccc(Br)c2)cc1	97	99	6	8	-1	0	-2	103
CCn1c(SC(C)C(=O)Nc2ccc(N3CCOCC3)cc2)nnc1C1CC1 (stereo unspecified)	98	96	-13	-8	-11	3	.	100
Cc1ccc(-n2nc3c(c2NC(=O)c2ccc4c(c2)OCO4)CS(=O)(=O)C3)c(C)c1	86	87	4	8	1	7	10	90
Cc1nn(-c2ccccc2)c(C)c1NC(=O)COc1ccc(Br)cc1Cl	?	?	4	9	4	2	4	?
COc1ccc(OC)c(/C=N/NC(=O)CNC(=O)c2cccc3ccccc23)c1	116	104	4	12	1	23	5	103
Brc1ccc(C2=CC(c3cccs3)n3ncnc3N2)cc1 (stereo unspecified)	116	104	8	-6	-4	85*	-6	99
CCNc1ccc(S(=O)(=O)NCCN(C)C)cc1[N+](=O)[O-]	97	104	2	-3	11	-3	7	101
CCOC(=O)c1ccc(NC=C2C(=O)OC3(CCCCC3)OC2=O)cc1	97	99	5	-6	-4	1	-3	.

By substructure, the compounds so far containing bromine (four)
SMILES	LAP4-GFP MLPCN	MEP2 TOR yeast	proCasp7 act	ZTA DNA inh	procasp3 activ	AHR act	EBNA-1 inh	RPL19A-GFP yeast
C/C(=N\N1C(=O)CSC1=S)c1ccc(Br)cc1	120	101	-29	0	-25	6	-10	105
Cc1ccc(S(=O)(=O)NC(=O)c2cccc(Br)c2)cc1	97	99	6	8	-1	0	-2	103
Cc1nn(-c2ccccc2)c(C)c1NC(=O)COc1ccc(Br)cc1Cl	?	?	4	9	4	2	4	?
Brc1ccc(C2=CC(c3cccs3)n3ncnc3N2)cc1 (stereo unspecified)	116	104	8	-6	-4	85*	-6	99

(listing goes on)
SMILES	LAP4-GFP MLPCN	MEP2 TOR yeast	proCasp7 act	ZTA DNA inh	procasp3 activ	AHR act	EBNA-1 inh	RPL19A-GFP yeast
COC(=O)NNC(=O)C(c1ccccc1)c1ccccc1	116	95	5	4	-2	-2	2	102
O=C(C[n+]1ccccc1)Nc1ccccc1C(=O)O	94	110	3	-6	9	2	3	106
CC(C)(C)NC(=O)CN(C(=O)CCC(=O)Nc1nccs1)c1ccc2c(c1)OCCO2	87	106	-2	4	3	-2	8	103
O=C(NCC(O)c1ccccc1)c1cccs1 (stereo unspecified)	114	100	4	-8	0	7	4	92
CCOC(=O)c1c(C)[nH]c(C)c1C(=O)COC(=O)c1cc(OC)cc(OC)c1	102	102	3	4	0	1	-10	102
Cc1cc(C)n(C(C)CC(=O)Nc2ccc3c(c2)OCCO3)n1 (stereo unspecified)	88	106	-8	-11	3	5	-19	106
CC(C)(/C=N/O)/[N+]([O-])=C/c1ccccc1	103	96	3	-6	8	-1	-18	96
Cc1ccc(C)c(NC(=O)CSc2nnc(-c3ccccc3C)o2)c1	101	98	9	-13	9	3	1	100
CC(=O)c1cc2cc(O)ccc2o1	102	105	23	-3	18	0	5	101
O=C(Nc1ccccc1Oc1ccsc1C(=O)O)c1ccccc1F	84	91	0	-5	7	8	-6	93
CCCCn1nnnc1SCC(=O)N1CCN(C(=O)c2ccco2)CC1	97	97	8	10	6	3	-4	98
Cc1cccc(NC(=O)CN2C(=O)NC3(CCCCCCC3)C2=O)c1C	87	102	-3	.	0	-3	.	99
Cc1ccc(CC(=O)Nc2nc3ccccc3s2)cc1	107	96	-7	-14	4	6	-8	93
COc1cc(/C=C(\NC(=O)c2ccccc2)C(=O)Nc2cccc(O)c2)c([N+](=O)[O-])cc1OC	98	104	4	-26	-2	28	-10	104
Cc1c(-c2c(C#N)c(N)nc3c2CCCCCC3)cnn1C	99	104	3	-2	1	-3	-2	99
N#C/C(=N\Nc1ccc(Cl)cc1)C(N)=S	128	96	-40	-9	-25	59*	1	87
CCc1ccc(NC(=O)CCc2c(C)nn(-c3ccc(N4CCCCC4)nn3)c2C)cc1	92	106	4	10	9	2	0	102
COc1cccc(/C=N/NC(=O)CCCc2ccc(OC)c(C)c2)c1	106	105	7	-21	4	4	-2	105
COc1ccc(OC)c(NC(=S)NN2CCOCC2)c1	90	99	-7	6	-3	2	-8	101
CC(C)CN(C(=O)COC(=O)CCc1c[nH]c2ccccc12)c1c(N)n(Cc2ccccc2)c(=O)[nH]c1=O	97	98	-2	-1	0	2	2	89
COc1cc(/C=N/N=C/c2cc(OC)c(O)c(OC)c2)cc(OC)c1O	90	106	-12	4	2	6	4	107
COc1cccc(CNC(=O)c2ccc(CS(=O)Cc3ccc(C)cc3)o2)c1 (stereo unspecified)	99	108	-5	10	-2	3	-18	101
CC(=O)NS(=O)(=O)c1ccc(N=c2ssc3c2-c2ccc(C)cc2NC3(C)C)cc1	102	106	-9	5	-5	3	5	103
CCC(C)NC(=O)c1ccc(NC(=O)CC2SC(N3CCCCC3)=NC2=O)cc1 (stereo unspecified)	98	97	-1	6	-3	-1	.	94
Cc1ccc2c(CN3CCC(C(N)=O)CC3)cc(=O)oc2c1C	93	101	-3	1	3	0	-7	99
CCC(C(=O)OCC(=O)NC(=O)NC(C)(C)C)c1ccccc1 (stereo unspecified)	96	98	-5	-6	-1	-1	1	94
O=C(CCc1nnc(Cc2ccc(-c3ccccc3)cc2)o1)NCC1CC1	123	115	3	-3	7	-1	8	96
CCS(=O)(=O)N1CCN(S(=O)(=O)c2ccccc2[N+](=O)[O-])CC1	97	105	-8	-3	-1	2	-16	103
CCCn1c(CN(Cc2ccccc2)Cc2ccccc2)nc2c1c(=O)n(C)c(=O)n2C	102	99	7	-1	0	-2	-12	103
Cc1ccccc1OCCC(=O)N(CC(C)C)c1c(N)n(Cc2ccccc2)c(=O)[nH]c1=O	105	100	6	-16	11	0	.	95
Cc1ccc(S(=O)(=O)NC2CC3CCC2C3)cc1 (stereo unspecified)	120	96	5	11	-7	-2	4	102
Cn1nc(C(=O)NC(C)(C)C)c2ccccc21	99	94	2	-7	-9	5	-2	96
Cc1ccc(N2CC(C(=O)OCc3ccccc3)CC2=O)cc1 (stereo unspecified)	89	93	7	4	-3	-1	-4	91
Cc1cn2c(-c3cccnc3)nnc2s1	94	95	4	7	-5	5	2	98
COc1ccc(NC(=O)Cc2c(O)c3ccccc3[nH]c2=O)cc1	96	92	3	3	-10	3	-10	88
